Assay outcomes from PubChem BioAssay.
hcDAF-12 act – activators of H. contortus DAF-12 nuclear receptor; 370,000 tested, 1.4% active; activation, % at 6.8 µM; HEK293 hcDAF-12 lit1-tk-luc reporter, luminescence; 0% DMSO, 100% Δ7-dafachronic acid;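 active = activation above the mean of all tested compounds plus 3 SD, cut at about 5.5% in these data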;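 also: 100% = response to 3 µM Δ7-dafachronic acid high control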
PLCg1 inh – inhibitors of human phospholipase C gamma1. P19174. purified PLC-gamma1, fluorogenic substrate, fluorescence. inhibition, % at 12.2 µM. 370,000 tested, 0.84% active. AID 720700; in the data active = inhibition above about 9.5%
DAX1 inh-1 – NR0B1 (DAX1) inhibition; P51843; HEK293 Gal4-DAX1 luciferase reporter, luminescence; inhibition, % at 6.75 µM; 340,000 tested, 0.99% active; AID 504766;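 active = inhibition above the mean over all tested compounds plus 3 SD, cut at about 4.2% in these data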;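 also: 0% = DAX1-transfected cells with DMSO and 100% = empty-vector control cells with DMSO; inhibition shows as a rise in luminescence from relieved DAX1 repression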
Target sequence (P51843 207-470 limits assumed): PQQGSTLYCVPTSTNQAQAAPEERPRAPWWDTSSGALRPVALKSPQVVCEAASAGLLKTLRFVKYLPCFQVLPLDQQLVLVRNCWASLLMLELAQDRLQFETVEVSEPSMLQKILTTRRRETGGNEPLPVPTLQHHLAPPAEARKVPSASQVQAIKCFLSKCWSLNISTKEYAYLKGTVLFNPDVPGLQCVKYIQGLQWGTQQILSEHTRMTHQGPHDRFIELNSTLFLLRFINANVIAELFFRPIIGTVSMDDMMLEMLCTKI
HGIII-sPLA2 inh – Blocks human group III sPLA2 activity; Q9NZ20; QFRET BODIPY PC-A2 liposome hydrolysis, fluorescence; inhibition, % at 12.2 µM; 370,000 tested, 0.56% active; AID 743126;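 active = inhibition above mean plus 3 SD of compounds lying within the high and low control bounds, cut at about 19% in these data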;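 also: 0% = median of test compound wells and 100% = no enzyme DMSO wells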
ssDAF12 agonist – S. stercoralis DAF-12 activation, primary screen | HEK293 ssDAF-12/GRIP1 lit1-tk-luc reporter, luminescence; % of 3 µM dafachronic acid response | activation, % at 6.8 µM | 370,000 tested, 1% active;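 active = activation above the mean over all tested compounds plus 3 SD, cut at about 0.9% in these data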;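 also: 0% = DMSO-only wells and 100% = 3 µM delta7-dafachronic acid wells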
FXN GAA850 act – increases GAA850 frataxin promoter reporter activity | HEK293 lucGAA850 FXN promoter luciferase reporter, 24 h; percent of 10 µM SAHA response | activation, % at 6 µM | 360,000 tested, 0.56% active | AID 540364;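 active = activation above the average of all compounds screened plus 3 SD, cutoff fixed separately per campaign, cut at about 7.5% in these data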;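 also: 0% = DMSO wells and 100% = 10 µM SAHA wells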
ADAM10 inh – inhibitors of human ADAM10. O14672. recombinant ADAM10, EDANS/DABCYL FRET peptide cleavage, 3 h. inhibition, % at 7 µM. 370,000 tested, 0.62% active;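 active = inhibition above a per-campaign cutoff equal to the mean of compounds falling between control-based bounds plus 3 SD, cut at about 20% in these data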;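 also: 0% = DMSO wells while the 100% control is not disclosed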
Target sequence (O14672 214-748 limits assumed): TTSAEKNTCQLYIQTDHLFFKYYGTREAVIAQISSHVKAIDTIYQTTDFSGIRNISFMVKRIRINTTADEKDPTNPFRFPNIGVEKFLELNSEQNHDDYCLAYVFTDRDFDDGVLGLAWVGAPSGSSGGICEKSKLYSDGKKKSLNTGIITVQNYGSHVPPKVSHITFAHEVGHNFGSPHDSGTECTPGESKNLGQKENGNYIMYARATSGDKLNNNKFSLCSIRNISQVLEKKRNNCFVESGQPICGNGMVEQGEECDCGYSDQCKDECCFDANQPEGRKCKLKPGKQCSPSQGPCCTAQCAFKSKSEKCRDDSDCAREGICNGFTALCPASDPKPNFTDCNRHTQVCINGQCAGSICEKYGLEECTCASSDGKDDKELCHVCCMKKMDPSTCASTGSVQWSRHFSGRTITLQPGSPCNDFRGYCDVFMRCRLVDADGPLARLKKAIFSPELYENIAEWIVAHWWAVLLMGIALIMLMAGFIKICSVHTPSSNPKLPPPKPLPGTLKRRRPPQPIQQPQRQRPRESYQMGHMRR
hgDAF12 agonist – activates the H. glycines DAF-12 receptor ligand-binding domain | 370,000 tested, 1.8% active | activation, % at 6.8 µM | HEK293 GAL4-hgDAF12 UAS-luciferase reporter, agonist luminescence; normalized to butyrate control;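 active = activation above a cutoff set at the mean of all screened compounds plus 3 SD, cut at about 10% in these data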;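 also: 0% = DMSO wells and 100% = sodium butyrate wells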
PLCb3 inh – PLC-beta3 (human) inhibition, primary screen; Q01970; Purified PLC-beta3, fluorogenic substrate, fluorescence; inhibition, % at 12.2 µM; 370,000 tested, 0.18% active; AID 720704; in the data active = inhibition above about 11%;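 also: 0% = median of compound wells on plate and 100% = full blocker control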
ADAM17 inh – ADAM17 inhibition, QFRET primary screen. 370,000 tested, 0.83% active. P78536. AID 720648. inhibition, % at 6.95 µM. recombinant ADAM17, EDANS/DABCYL FRET peptide cleavage;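 active = inhibition above the mean of compounds lying between control limits plus 3 SD, set per campaign, cut at about 8.5% in these data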;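 also: 0% = DMSO-only wells as the low control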
DAX1 inh-2 – DAX1 (NR0B1) inhibition, primary screen; HEK293T StAR-luciferase reporter, SF-1/DAX-1 repression relief; inhibition, % at 6.8 µM; 370,000 tested, 1.1% active; AID 652010;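 active = inhibition above the mean over all tested compounds plus 3 SD, cut at about 3.6% in these data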;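 also: 0% = DAX-1 cells with DMSO and 100% = cells lacking DAX-1 with DMSO; higher inhibition means more luminescence from relief of DAX-1 repression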
* marks the source's active call; other numbers are inactive results; i = inactive; / = no result given; & = joins results of further samples.

No.	Compound	hcDAF-12 act	PLCg1 inh	DAX1 inh-1	HGIII-sPLA2 inh	ssDAF12 agonist	FXN GAA850 act	ADAM10 inh	hgDAF12 agonist	PLCb3 inh	ADAM17 inh	DAX1 inh-2
1	O=C(OC1CCOC1=O)c1ccc2ncsc2c1 (configuration not stated)	-0.4	4	-0.3	8	-0.5	5.4	4	1.2	1	1	0.5
2	Cc1ccc(C(=O)N2CCN=C2SCc2ccc([N+](=O)[O-])cc2)cc1C	-0.8	-1	-1.0	1	-1.2	-0.7	3	-1.4	-5	-4	1.1
3	O=C(c1ccc(Cl)c(S(=O)(=O)Nc2ccccc2C(=O)N2CCc3ccccc3C2)c1)N1CCc2ccccc2C1	0.9	2	1.1	-42	-1.1	0.3	9	0.6	0	1	-0.3
4	CCN1CCN(c2ccc(S(=O)(=O)N3CCCCC3)cc2N)CC1	-0.2	1	1.8	12	-0.7	-0.7	-13	-1.6	-4	-6	1.2
5	COc1ccc(N2CC(C)(C)[C@H](CC(=O)Nc3ccccc3)C2=O)cc1	-1.0	2	2.5	8	-0.8	2.0	-17	0.8	0	-1	-0.9
6	CC(=O)Nc1ccc(S(=O)(=O)Nc2nc3ccccc3nc2Nc2ccc(C(=O)O)c(O)c2)cc1	-0.3	-110	0.2	-41	-0.1	-1.1	-30	0.7	-164	-7	-0.5
7	COc1cc2c(cc1/C=C/C(=O)O)OC(C)C2 (configuration not stated)	-1.1	i	-0.1	-2	-1.0	0.1	i	0.1	i	i	-0.4
8	O=[N+]([O-])c1ccc(NCc2ccc3c(c2)OCO3)cc1	0.2	-2	0.9	-6	-0.5	3.4	6	8.0	-1	3	0.1
9	Cc1nc2ccccc2c(=O)n1NC(=O)c1ccc(C(C)(C)C)cc1	-2.2	4	-1.4	-6	-0.8	0.0	10	-3.3	-1	2	-1.1
10	CCOc1ccc(-c2nnc3ccc(SCC(=O)N4CCCCC4)nn23)cc1	0.8	-2	-0.4	0	-0.4	0.1	-1	-1.8	-5	-1	0.6
11	Brc1ccc(-c2nnc(-c3ccccc3)o2)o1	3.2	-2	1.3	-1	0.6	1.5	-32	11*	-1	-10	2.8
12	CCNc1nc2cccnc2s1	-0.5	2	2.3	-9	-1.2	1.7	-3	-1.4	-5	-2	0.8
13	O=C(CCC1CCCCC1)Nc1ccccc1-c1ccccc1	-0.3	-1	-0.7	3	-0.8	-0.9	4	1.0	-1	4	0.4
14	COc1ccccc1N(C)S(=O)(=O)c1ccc(C(=O)N(C)Cc2cccc(F)c2)cc1	-0.7	-2	1.2	-14	-1.3	-1.5	4	-2.8	2	-1	-0.4
15	CN1CCN(c2nc3c(c(=O)n(C)c(=O)n3C)n2CC(N)=O)CC1	-0.5	-2	2.4	2	-1.0	-1.3	-4	1.5	1	-3	0.2
16	Cc1c(C(=O)N2CCC(C)CC2)cccc1[N+](=O)[O-]	1.7	1	-0.8	1	-0.9	-0.5	4	-1.3	-5	-6	0.0
17	Cc1ccc(-c2cc(C(=O)NN)n[nH]2)o1	2.3	-7	/	2	-1.6	1.7	2	1.0	-10	2	0.2
18	C[C@H](CO)N1C[C@H](C)[C@@H](CN(C)Cc2ccc(C(=O)O)cc2)OCCCC[C@H](C)Oc2ccc(NC(=O)CCC(F)(F)F)cc2C1=O	0.9	0	/	-10	-0.1	/	-5	-0.4	0	-3	-0.5
19	Cc1c(S(=O)(=O)Nc2ccc(Oc3ccccc3)cc2)c(=O)n(C)c(=O)n1C	0.5	1	0.5	-27	-1.1	-1.0	1	-4.1	-4	-4	0.7
20	O=C(COC(=O)c1cc(=O)[nH]c2ccccc12)NCc1ccc(F)cc1	1.3	-136	1.5	-1	-0.7	-1.1	-126	-2.0	-160	-36	-0.2
21	COc1ccccc1NC(=O)CN1C(=O)NC(C)(C)C1=O	-0.4	3	1.1	2	-1.3	-1.1	-3	1.5	3	-4	-0.2
22	Cc1cccc(CN2CCN(CC(=O)NCc3ccc(F)cc3)C2=O)c1	1.6	11*	0.9	0	-1.8	1.3	16	0.0	8	3	0.0
23	CC(=O)Nc1ccc(C(=O)OCc2ccc(Cl)c(Cl)c2)cc1	-0.9	-2	-0.6	-12	-1.6	1.4	13	0.1	-1	6	-0.6
24	CN(CCc1ccccn1)C(=O)Nc1ccc(F)cc1	0.3	-1	0.1	2	-1.0	-0.9	-4	1.3	1	-6	0.3
25	O=C(OCc1cc([N+](=O)[O-])cc2c1OCOC2)c1ccc2ccccc2n1	0.8	1	-0.3	2	-1.7	-2.8	-2	2.4	-3	3	0.2
26	Cn1c(CCN2CCCCC2)nc2cc(NC(=O)COc3ccc([N+](=O)[O-])cc3)ccc21	0.8	4	0.0	-1	-1.7	-0.6	5	-0.3	2	3	-0.6
27	COc1ccc(C(O)c2ncc(-c3ccccc3OC)[nH]2)cc1F (configuration not stated)	0.2	-2	/	4	-1.1	0.5	-9	-0.5	-9	-7	-1.0
28	COc1ccc(CCN2CC(O)=C(c3nc(C)cs3)C2=N)cc1OC	-0.8	0	1.8	2	-1.2	0.3	-2	-4.9	-4	2	-0.7
29	CCOC(=O)C1=C(NC(=S)NC(=O)c2ccccc2)c2ccccc2CC1(C)C	-2.5	-1	-2.8	4	-1.5	0.9	13	-2.2	-1	4	-0.4
30	CCCC1CCC2(CCC(=O)N2CCC#N)CC1 (configuration not stated)	1.7&1.8	0&-2	/	-2&6	-0.7&-0.4	/	0&0	-2.5&5.2	-2&0	-1&-1	-1.1&0.3
31	COC(=O)c1ccc(CSc2ncnc3c2nnn3-c2ccc(OC)cc2)o1	0.4	1	-0.7	8	-1.3	-1.1	1	-1.4	2	-2	-0.8
32	COc1ccc(N(C(=O)CS(=O)CC(=O)Nc2ccc(F)cc2)C(C(=O)NC2CCCCC2)c2cccs2)cc1 (configuration not stated)	-2.8	-3	0.2	-3	-1.1	2.2	-1	0.1	2	-1	-0.5
33	COc1ccc(NC(=O)COC(=O)C2CCC2)cc1Cl	-1.1	2	0.1	8	-1.3	1.3	-4	0.3	-4	3	0.4
34	Cc1cccc(N(CC(=O)NC2CCCCC2)C(=O)CCCC(=O)Nc2ccccn2)c1	-1.9	1	1.2	4	-0.3	-0.2	2	-2.3	1	0	0.3
35	CCCCN(C(=O)c1ccc(-c2ccc([N+](=O)[O-])cc2)o1)c1c(N)n(CCCC)c(=O)[nH]c1=O	-1.0	-5	-0.3	-1	-0.4	0.4	-2	3.8	-13	-6	-1.0
36	CC12CCC(C(=O)N(CCC#N)CCC#N)(CC1=O)C2(C)C (configuration not stated)	-0.2	1	3.8	5	-0.8	-0.9	10	0.2	6	-4	-0.1
37	c1ccc(CCNCCCOc2cccc3ccccc23)cc1	-1.2	7	0.3	4	-1.2	2.3	6	1.9	-4	-2	-0.3
38	Cn1c(Cc2ccccc2)nnc1SCC(=O)c1cccs1	-0.3	0	0.4	-11	-1.2	-1.0	-1	1.4	0	-4	0.1
39	CCc1ccc(CCC(=O)Nc2ccc(OC)cc2)o1	-0.3	3	-0.1	-16	-1.3	-1.5	0	1.7	5	0	0.0
40	COc1ccc(N2CCN(CCNS(=O)(=O)c3ccc(F)cc3)CC2)cc1	0.4	-2	/	1	-1.6	/	-4	-0.5	0	0	-0.9
41	COC(=O)c1ccc(-n2c(C)cc(C(=O)CSc3cccc[n+]3[O-])c2C)cc1	-1.1	-6	0.7	-7	-1.5	-0.6	-18	-1.0	-7	-3	1.4
42	C(=N\Nc1ccc2ccccc2n1)/c1ccc2c(c1)OCO2	7.3*	-71	-2.0	12	0.7	-1.1	-47	11*	-112	-18	8.3*
43	Fc1ccccc1CSc1nnc(-c2ccccc2)o1	2.4	0	2.6	-9	0.1	4.5	7	18*	2	-1	2.2
44	O=[N+]([O-])c1ccccc1N/N=C/c1cccc(O)c1O	0.7	2	1.1	6	-1.8	12*	2	-0.1	0	1	0.3
45	Cc1cc(NC(=O)CSc2nnc(-c3ccoc3C)n2N)no1	-0.7	3	1.0	3	-1.4	0.4	1	0.3	1	1	0.2
46	CCOC(=O)C(CC)Sc1nc(N)c(NC(=O)c2ccc(OC)c(OC)c2)c(=O)[nH]1 (configuration not stated)	-0.9	2	0.9	-4	-1.2	1.5	0	-1.4	8	0	-0.4
47	O=C(CSc1nc2ccccc2c(=O)n1CCCN1CCOCC1)Nc1ccc(F)c(Cl)c1	-2.3	7	-1.1	-17	-0.9	0.8	-4	3.3	9	1	-0.2
48	Fc1ccccc1N1CCN(c2nc(-c3cccs3)nc3ccccc23)CC1	1.8	-16	0.5	4	-1.7	2.5	-5	-1.3	-38	-7	0.8
49	CC1(OC(=O)C2CCCC2)C(=O)C=C2C=C(c3ccsc3)N(CC3CC3)C=C2C1=O (configuration not stated)	-0.2	-23	0.6	3	-0.7	-1.3	-17	1.2	-32	-6	-0.1
50	Cc1sc2ncnc(SCC(=O)Nc3cccc(S(N)(=O)=O)c3)c2c1C	-0.4	0	1.8	-9	-1.6	-1.1	1	0.1	1	-1	-2.0
51	Cc1ccccc1-n1sc2cc(F)ccc2c1=O	-0.7	-2	-0.4	3	-1.8	-3.1	-9	-4.4	0	-4	-1.4
52	O=[N+]([O-])c1ccc2oc(/C=C/c3ccc(O)cc3)nc2c1	1.6	-1	2.0	-2	-0.3	3.2	-12	6.4	-2	-3	1.6
53	O=C(Nc1cc(-c2nc3ccccc3s2)ccc1Cl)c1ccc2c(c1)OCO2	9.9*	-2	3.0	14	1.6*	-0.2	5	11*	-3	-3	1.6
54	CC(C)NC(=O)c1onc(CSc2ccc(Cl)cc2)c1C(=O)O	0.1	-2	0.5	4	-1.1	2.5	-3	-0.8	-5	-3	0.2
55	COC(=O)/C=C1\OC(C)c2ccccc21 (configuration not stated)	3.2	-2	/	2	1.2*	/	-1	-2.6	1	0	0.6
56	CCOCC(=O)Nc1cc(C(=O)NCCc2ccccc2)ccc1Cl	3.9	-1	1.9	4	-0.1	6.9	-3	14*	2	0	4.5*
57	CC(C)C(=O)Nc1cccc(COc2ccc(CN(Cc3ccccc3)C(=O)OC(C)(C)C)cc2)c1	-3.5	0	-2.8	-15	-1.2	-0.6	12	-1.5	-1	3	-2.9
58	CCN(CCNC(=O)C1CCCN(S(=O)(=O)CC)C1)c1ccccc1 (configuration not stated)	0.9	2	0.2	4	-0.7	1.0	2	0.6	6	0	-0.1

Reprinted at random: two records from the list, in no set order.
No.	Compound	hcDAF-12 act	PLCg1 inh	DAX1 inh-1	HGIII-sPLA2 inh	ssDAF12 agonist	FXN GAA850 act	ADAM10 inh	hgDAF12 agonist	PLCb3 inh	ADAM17 inh	DAX1 inh-2
47	O=C(CSc1nc2ccccc2c(=O)n1CCCN1CCOCC1)Nc1ccc(F)c(Cl)c1	-2.3	7	-1.1	-17	-0.9	0.8	-4	3.3	9	1	-0.2
15	CN1CCN(c2nc3c(c(=O)n(C)c(=O)n3C)n2CC(N)=O)CC1	-0.5	-2	2.4	2	-1.0	-1.3	-4	1.5	1	-3	0.2
